HTR5A inv ctr: counter-screen for OPRM1-OPRD1 inverse agonists: human HTR5A inverse agonism; AID 504634; inhibition, % at 9.3 µM; hit rate 0.083% among 340,000; HTR5A cell line, luminescence; in the data active = inhibition mostly above about 23%, no sharp cut-off; inactive = mostly below about 18%;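 also: 0% = cells with DMSO and 100% = no-cell wells with DMSO; some compounds called inactive have numbers as strong as hits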
PfHsp90 yeast 2: reduces growth (ATP signal) of yeast expressing P. falciparum Hsp90 | S. cerevisiae expressing PfHsp90, BacTiter-Glo ATP, 48 h; yeast lacking PDR1 and PDR3 efflux regulators | inhibition, % at 9.4 µM | hit rate 0.32% among 310,000;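 active = every replicate shows inhibition above about 80%, whatever the replicate mean, limit read from the data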;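 also: 0% = DMSO neutral controls and 100% = 20 µM radicicol positive controls; yeast relying on Plasmodium falciparum Hsp90 in place of its own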
Tat transport: E. coli Tat transport inhibition | inhibition, % at 10 µM | hit rate 0.036% among 340,000 | E. coli MC4100 TorA-mCherry Tat export, fluorescence | AID 488895;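 active = mean replicate inhibition at least 50% and at least half of replicates individually reaching 50%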;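 also: exported cargo escapes ClpAP degradation while cytoplasmic cargo is degraded and loses fluorescence; 0% = median of neutral control wells and 100% = median of NaSCN control wells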
PKA-R2B activ: activators of human PKA-R2B complex; P22694+P31323; PKA-R2B holoenzyme dissociation, Cy5-IP20 fluorescence polarization; R2B truncated from residue 108, S112A mutant; 0% DMSO only, 100% 113 µM cGMP; activation, % at 11.4 µM; hit rate 0.079% among 340,000;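 active = activation above a cutoff set at the mean over all compounds plus 3 SD, cut at about 18% in these data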;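 also: higher means more holoenzyme dissociation and a rise in polarization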
PKA-R1A act: activators of PKA-R1A complex | P00514+P68181 | PKA-R1A dissociation, Cy5-IP20 fluorescence polarization; scaled: DMSO 0%, 113 µM cGMP 100% | activation, % at 11.4 µM | hit rate 0.083% among 340,000 | AID 504707;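 active = percent activation above the mean of all tested compounds plus 3 SD, cut at about 19% in these data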;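 also: higher means more PKAc released from R1A so a rise in polarization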
Ecoli viability: bacterial growth inhibition, counter-screen for AddAB inhibitors. E. coli V3065 growth, OD600 absorbance, 18 h. inhibition, % at 11.9 µM. hit rate 0.27% among 330,000. AID 449728;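 active = inhibition above the campaign's mean inhibition across all tested compounds plus 3 SD, cut at about 9.9% in these data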;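 also: uninfected addAB+ strain grown without phage in ampicillin broth; 0% = DMSO wells and 100% = ciprofloxacin 0.95 µg/ml wells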
Mot1-301 SUMO: inhibitors of SUMOylation pathway: yeast Mot1-301 growth rescue; S. cerevisiae Mot1-301 growth rescue, ATP luminescence, 38.5C; percent above DMSO median, 100 means doubled; growth rescue, % at 18.8 µM; hit rate 1% among 320,000; AID 2716;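 active = every valid replicate shows activation above 250% relative to neutral control wells; inactive = the rest, any valid replicate at or below 250%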;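 also: OY570 slx delta 5 strain wells were the positive control but not used for scaling; some compounds called inactive have numbers as strong as hits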
MOR-DOR ag: agonists of human mu-delta opioid receptor heterodimerization; cells, OPRM1-OPRD1 heterodimerization, luminescence; activation, % at 9.3 µM; hit rate 0.3% among 340,000; in the data active = activation above about 18%;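 also: 0% = vehicle-treated cells and 100% = reference agonist; values of inactives mirror those of a sister screen read the other way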
Target sequence (P35372 whole entry, looked up): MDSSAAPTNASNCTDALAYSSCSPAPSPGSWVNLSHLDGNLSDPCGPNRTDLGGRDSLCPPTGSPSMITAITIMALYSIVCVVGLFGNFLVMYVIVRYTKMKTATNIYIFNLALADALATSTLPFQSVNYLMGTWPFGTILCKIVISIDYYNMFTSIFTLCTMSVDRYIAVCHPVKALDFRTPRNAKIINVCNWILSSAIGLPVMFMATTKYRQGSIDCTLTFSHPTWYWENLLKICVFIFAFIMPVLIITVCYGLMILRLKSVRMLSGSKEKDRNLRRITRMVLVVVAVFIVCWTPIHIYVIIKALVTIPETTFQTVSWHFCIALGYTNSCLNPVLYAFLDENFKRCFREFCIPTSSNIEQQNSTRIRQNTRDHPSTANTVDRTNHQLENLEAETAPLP
Target sequence (P41143 whole entry, looked up): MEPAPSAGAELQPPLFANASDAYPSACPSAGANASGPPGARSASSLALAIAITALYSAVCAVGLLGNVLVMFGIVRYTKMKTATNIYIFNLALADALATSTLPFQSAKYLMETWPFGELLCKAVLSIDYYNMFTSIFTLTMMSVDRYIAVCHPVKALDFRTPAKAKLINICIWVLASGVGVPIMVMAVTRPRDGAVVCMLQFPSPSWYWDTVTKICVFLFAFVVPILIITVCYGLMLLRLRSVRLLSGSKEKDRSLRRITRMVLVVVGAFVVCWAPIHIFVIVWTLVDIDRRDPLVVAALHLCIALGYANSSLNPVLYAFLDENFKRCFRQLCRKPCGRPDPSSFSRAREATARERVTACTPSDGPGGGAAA
phage Ecoli inh: E. coli growth loss with phage present. growth absorbance. inhibition, % at 11.9 µM. hit rate 0.26% among 360,000; in the data active = inhibition above about 11%
MOR-DOR inv ag: mu-delta opioid heterodimer inverse agonism | hit rate 0.21% among 340,000 | cell-based MOR-DOR heterodimer luminescence | P35372+P41143 | inhibition, % at 9.3 µM | AID 504357; in the data active = inhibition above about 22%, passing the limit was not always enough;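 also: 0% = cells with DMSO and 100% = wells without cells with DMSO; values of inactives mirror those of a sister screen read the other way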
AddAB inh: less growth of phage-infected E. coli with AddAB; E. coli expressing H. pylori AddAB, absorbance growth; inhibition, % at 11.9 µM; hit rate 0.29% among 330,000; in the data active = inhibition above about 12%;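 also: 0% = vehicle wells of infected cells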
Starred values were filed as active, the others as inactive; nt = not tested or not shown.

SMILES	HTR5A inv ctr	PfHsp90 yeast 2	Tat transport	PKA-R2B activ	PKA-R1A act	Ecoli viability	Mot1-301 SUMO	MOR-DOR ag	phage Ecoli inh	MOR-DOR inv ag	AddAB inh
Cc1ccccc1NC(=O)C(=O)NCCc1ccccc1	3	16	-1	-7	-5	-2.5	-16	-0.1	3.6	1	1.9
Cn1cc(Br)c(C(=O)NNC(=O)c2ccccc2)n1	-24	10	1	-6	7	0.2	nt	0.5	1.5	-3	-1.7
O=C(Nc1ccc(N2C(=O)c3cccc4cccc(c34)C2=O)cc1)c1ccc(N2CCCCC2)c([N+](=O)[O-])c1	-24	2	-10	-13	-7	1.7	38	-2.4	1.0	11	3.8
Cc1cccc(NC(=O)CSc2nnc3ccc(-c4ccccn4)nn23)c1	-4	5	2	1	-4	1.8	-13	-3.0	2.4	14	4.0
O=C(/C=C/c1cccc([N+](=O)[O-])c1)NCCN1C(=O)S/C(=C\c2ccc(F)cc2)C1=O	12	-3	0	2	-9	0.1	1	-2.8	1.8	15	2.4
CC1CN=C(NC(=O)c2cccc([N+](=O)[O-])c2)S1 (centres undefined)	6	-3	2	-6	-7	-1.6	5	3.7	1.3	-18	4.2
O=C1CN(C(=O)COC(=O)CNC(=O)c2ccc(Cl)cc2)c2ccccc2N1	1	nt	3	-5	-11	-3.0	-15	-2.0	-3.4	10	6.5
O=C(NC(=S)Nc1ccc(-c2nc3ncccc3o2)cc1)c1ccccc1F	4	1	-3	-7	1	1.5	-4	-0.8	0.3	5	5.5
CCOCCn1c(N2CCN(c3ccccc3)CC2)nc2c1c(=O)n(C)c(=O)n2C	7	5	7	-4	9	-1.8	114	-1.4	-0.3	8	1.5
COc1cccc(-c2cc(C(F)(F)F)nc(-n3ccc([N+](=O)[O-])n3)n2)c1	-5	-11	-1	-2	-3	-0.4	5	-3.1	-1.3	17	-1.0
Cc1c(NC(=O)COC(=O)Cc2ccc(Br)cc2)c(=O)n(-c2ccccc2)n1C	17	19	-7	-10	3	0.7	-6	-1.2	3.2	5	1.5
Cc1ccc(/C=N/NC(=O)c2nnn(-c3nonc3N)c2CN(C)C2CCCCC2)cc1	2	10	-4	-3	-9	-0.8	-8	-1.1	0.2	6	5.3
O=C(Cc1ccc(S(=O)(=O)N2CCOCC2)s1)N1CCN(c2ccc(C(F)(F)F)cc2[N+](=O)[O-])CC1	6	0	4	-8	-9	-1.6	307	-0.9	3.0	5	0.2
CCOC(=O)C1=C(C)N(C)C(=S)NC1c1cccc(Cl)c1Cl (centres undefined)	-27	-3	2	-10	-2	-0.1	9	0.3	1.2	-2	-0.8
COCCNC(=S)N/N=C(\C)c1cccc([N+](=O)[O-])c1	-4	-10	-1	-5	3	-1.0	-9	-0.9	2.8	5	1.5
O=C(CSc1n[nH]c(-c2ccncc2)n1)Nc1ccccc1	-4	28	2	3	-12	0.4	10	-1.4	2.3	8	6.0
CC(C1CC2CCC1C2)n1c(-c2cccs2)n[nH]c1=S (centres undefined)	-6	-6	3	-14	-16	0.6	42	5.1	4.2	-26	0.2
COc1ccc(C(=O)Nc2c(Cl)cc(Cl)cc2C(=O)NCc2ccco2)cc1	-1	nt	3	4	-8	-0.8	5	-2.7	0.1	14	0.5
COc1ccccc1OCCNC(=O)c1cc(F)c(F)cc1Cl	-23	-73	1	2	-3	-0.8	nt	-2.6	1.1	12	0.4
Cc1ccc(S(=O)(=O)N2CCN(C(=O)c3ccccc3OCc3c(C)noc3C)CC2)cc1	-9	-5	-4	-2	-5	0.5	-19	-3.1	0.5	13	0.5
CC(C)COC(=O)Nc1nnc(SCc2ccccc2F)s1	-6	nt	-5	7	-4	-3.2	36	8.2	1.2	-37	-5.6
O=[N+]([O-])c1ccc(Nc2c3ccccc3nc3ccccc23)cc1	0	-11	2	0	12	nt	nt	6.2	3.0	-33	nt
COc1cccc2cc(C(=O)Nc3cccc(C)n3)c(=O)oc12	1	13	-4	-10	-17	2.2	-9	-0.5	nt	3	2.9
CCCCn1c(=O)[nH]c2ccccc21	-7	10	-7	-9	0	7.4	2	-0.2	2.1	1	14*
Cc1cc2c(cc(C(=O)OC(C(=O)NCC3CCCO3)C(C)C)n2C)o1 (centres undefined)	0	7	3	-12	-1	-1.4	-1	1.1	0.9	-8	-1.6
O=C(NC1(Cc2ccc(O)cc2)CCCCC1)c1ccccc1	28	-3	-5	-4	6	3.1	-4	-0.3	0.0	2	4.3
CCOC(=O)c1cc(C)sc1NC(=O)CCC(=O)O	-19	-19	6	-2	5	0.6	100	-1.4	-0.3	7	-1.8
CCCc1sc(N)nc1-c1ccc(Cl)cc1	4	-33	9	-11	4	1.5	109	3.7	3.5	-19	1.1
CCOC(=O)C1(C(F)(F)F)N=C(c2ccccc2F)OC(N(C)C)=N1 (centres undefined)	-1	-9	9	2	-1	-1.2	2	-3.5	4.0	17	0.9
CCOc1ccc(NC(=O)N2CCN(S(C)(=O)=O)CC2)cc1	-7	20	3	9	-5	1.3	-8	0.2	3.2	-1	1.9
Cc1ccc(-c2ccc(SCC(=O)NC3CCCCC3)nn2)cc1	-12	-5	2	-4	-2	-0.4	73	1.3	3.1	-7	0.7
COc1ccc(C2C(C(=O)Nc3ccccc3)=C(C)Nc3nc(CCCO)nn32)cc1 (centres undefined)	0	34	-7	-2	0	-2.7	-4	-1.8	3.7	9	-0.2
CCCCCn1nc(C)c(/C=N\NC(=O)c2cc(C)oc2C)c1C	-2	10	8	9	0	-1.2	-25	-1.4	1.6	8	-1.0
CCCNc1nc2c(c(=O)[nH]c(=O)n2C)n1CCOc1ccccc1	10	10	-8	4	4	-2.1	265	-1.9	0.7	8	-0.6
Cc1cc2nc3s/c(=C/c4ccc(-c5ccccc5C(=O)O)o4)c(=O)n3c2cc1C	-12	-9	-12	1	-10	-1.5	12	-2.0	0.2	11	1.4
C=CCN1[C@@H](Cc2ccccc2)COCCS1(=O)=O	-20	5	-15	-8	1	nt	nt	-2.8	1.5	16	nt
Fc1cccc(Cl)c1CNC(c1ccccc1)c1ccccc1	17	-8	-2	2	-11	-3.0	38	2.7	5.1	-17	1.4
CN(C)c1ncnc2c1ncn2-c1ccccc1	6	nt	-12	-3	5	nt	nt	-2.4	2.3	12	nt
C/C(=N\NC(=O)CSc1nc2ccccc2s1)c1ccco1	9	5	-11	-1	7	-0.6	-5	-1.5	1.9	8	0.4
O=C(Nc1ccc(Oc2ccc(NC(=O)Nc3ccc([N+](=O)[O-])cc3)cc2)cc1)Nc1ccc([N+](=O)[O-])cc1	-8	5	-1	5	2	5.8	-3	0.2	5.2	-1	3.0

Gathered by group: the entries above containing a COOH group
SMILES	HTR5A inv ctr	PfHsp90 yeast 2	Tat transport	PKA-R2B activ	PKA-R1A act	Ecoli viability	Mot1-301 SUMO	MOR-DOR ag	phage Ecoli inh	MOR-DOR inv ag	AddAB inh
CCOC(=O)c1cc(C)sc1NC(=O)CCC(=O)O	-19	-19	6	-2	5	0.6	100	-1.4	-0.3	7	-1.8
Cc1cc2nc3s/c(=C/c4ccc(-c5ccccc5C(=O)O)o4)c(=O)n3c2cc1C	-12	-9	-12	1	-10	-1.5	12	-2.0	0.2	11	1.4

Compound profiles (already shown):
COc1cccc2cc(C(=O)Nc3cccc(C)n3)c(=O)oc12 across the screens: HTR5A inv ctr: 1; PfHsp90 yeast 2: 13; Tat transport: -4; PKA-R2B activ: -10; PKA-R1A act: -17; Ecoli viability: 2.2; Mot1-301 SUMO: -9; MOR-DOR ag: -0.5; phage Ecoli inh: nt; MOR-DOR inv ag: 3; AddAB inh: 2.9
C/C(=N\NC(=O)CSc1nc2ccccc2s1)c1ccco1 across the screens: HTR5A inv ctr: 9; PfHsp90 yeast 2: 5; Tat transport: -11; PKA-R2B activ: -1; PKA-R1A act: 7; Ecoli viability: -0.6; Mot1-301 SUMO: -5; MOR-DOR ag: -1.5; phage Ecoli inh: 1.9; MOR-DOR inv ag: 8; AddAB inh: 0.4

The list continues:
SMILES	HTR5A inv ctr	PfHsp90 yeast 2	Tat transport	PKA-R2B activ	PKA-R1A act	Ecoli viability	Mot1-301 SUMO	MOR-DOR ag	phage Ecoli inh	MOR-DOR inv ag	AddAB inh
CC(=O)N(c1nnc(-c2ccc(C)cc2)s1)C1CCCC1	2	20	14	-2	-3	0.2	-6	-3.5	2.8	16	0.5
COC(=O)C1=C(C)NC(=O)/C1=C\c1ccc2c(c1)OCO2	9	18	-1	6	-1	-0.1	290	0.9	3.6	-4	2.2
CCOC(=O)c1c(O)cc(OC)cc1CCc1ccccc1	-5	21	11	2	-3	-0.7	nt	0.0	1.0	1	1.5
Cn1nccc1C(=O)N1CCCC(N2CCN(c3cccc(C(F)(F)F)c3)CC2)C1 (centres undefined)	-4	nt	-1	2	-4	-1.2	7	-0.1	0.2	1	1.9
CCOc1ccc2[nH]c3nc(SCC(=O)NC4CCCC4)nnc3c2c1	-7	-16	1	-3	-2	-0.8	-13	-0.5	0.8	4	2.6
Cc1n[nH]c(C)c1N1C(=O)c2cccc3c(Br)ccc(c23)C1=O	-19	-24	-7	2	5	0.8	-3	1.2	4.9	-7	1.4
COCCNC(=O)c1ccc2snnc2c1	-28	4	38	-3	-15	-0.6	114	-1.4	1.3	8	-0.6
Cc1oc2ccccc2c1CNC(=O)N(C)C	-16	3	5	-3	3	1.9	-3	-1.9	0.8	9	0.7
COc1ccc(NC(C)=O)cc1S(=O)(=O)N(C)Cc1c(C)nn(-c2ccccc2)c1C	-1	nt	-9	3	-3	-3.3	8	-0.1	0.8	0	0.3
CCCOP(=O)(c1ccc(N(C)C)cc1)C(Nc1ccccc1)c1ccc(N(C)C)cc1 (centres undefined)	22	11	-1	-7	-15	-0.8	-17	0.0	1.9	0	4.6
O=S(=O)(Nc1nc(-c2ccccc2)cs1)c1cccc(C(F)(F)F)c1	-10	-20	-1	-6	-5	3.9	34	0.5	1.4	-4	3.9
COCc1ccc(C(=O)Nc2cccc(S(=O)(=O)N(C)c3ccccc3)c2)cc1	-4	nt	1	-1	-1	-1.1	19	-0.7	-0.7	3	-1.0
O=C(CSc1nnc(CNC(=O)c2ccccc2)o1)NCC1CCCO1 (centres undefined)	-33	8	-4	2	-14	1.1	-2	1.1	1.7	-4	0.1
CCOc1ccc(CCNC(=O)C2CCCN(S(=O)(=O)c3c(C)n[nH]c3C)C2)cc1OCC (centres undefined)	-22	0	-3	7	15	0.3	4	-1.9	1.4	10	0.1
O=C(CCCc1cccs1)Nc1nc2c(s1)CCCC2	-5	nt	5	-12	-10	0.6	28	3.8	3.1	-21	0.3
Cc1c(C(=O)N2CCC2)oc2ccc(Br)cc12	-14	3	8	2	6	-1.7	-11	-2.1	-0.5	14	0.0
CC1CCCCC1NC(=O)C1CCCN1S(=O)(=O)c1cccc2nsnc12 (centres undefined)	5	21	-4	-6	1	-0.7	16	-0.5	3.9	3	1.2
